bIAP inh – blocks bovine intestinal alkaline phosphatase activity; purified bovine IAP, CDP-star luminescence, 30 min; inhibition, % at 20 µM; 190,000 tested, under 10 active; AID 1019;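 active = over 50% inhibition of intestinal alkaline phosphatase at 20 µM in the single-dose screen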
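test system = bovine IAP enzyme | medium = DEA buffer 100 mM, pH 9.8, with MgCl2 1.0 mM, ZnCl2 0.02 mM | detection = luminescence | dosing = single compound dose of 20 µM, 2% DMSO final | incubation = 30 min reaction at room temperature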
HMGR II inh – blocks class II HMG-CoA reductase of Enterococcus faecalis. purified E. faecalis HMGR, NADPH absorbance 340 nm kinetic. inhibition, % at 10 µM. hit rate 0.41% among 190,000. AID 1066;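 active = inhibition above a set limit, the median over all tested compounds plus 3 SD, cut at about 9.5% in these data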;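 note: enzyme runs in reverse so mevalonate oxidation gives rising NADPH absorbance; 0% = complete reaction with DMSO and 100% = background rate lacking mevalonate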
PPARg SRC3 recr – promotes SRC-3 coactivator recruitment by human PPARgamma; P37231; biochemical PPARgamma/SRC-3 coactivator recruitment assay; activation, % at 8 µM; hit rate 0.26% among 200,000; in the data active = activation above about 23%;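 note: 0% = DMSO and 100% = reference agonist; some compounds past the cut are filed as inactive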
Target sequence (P37231 whole entry, looked up): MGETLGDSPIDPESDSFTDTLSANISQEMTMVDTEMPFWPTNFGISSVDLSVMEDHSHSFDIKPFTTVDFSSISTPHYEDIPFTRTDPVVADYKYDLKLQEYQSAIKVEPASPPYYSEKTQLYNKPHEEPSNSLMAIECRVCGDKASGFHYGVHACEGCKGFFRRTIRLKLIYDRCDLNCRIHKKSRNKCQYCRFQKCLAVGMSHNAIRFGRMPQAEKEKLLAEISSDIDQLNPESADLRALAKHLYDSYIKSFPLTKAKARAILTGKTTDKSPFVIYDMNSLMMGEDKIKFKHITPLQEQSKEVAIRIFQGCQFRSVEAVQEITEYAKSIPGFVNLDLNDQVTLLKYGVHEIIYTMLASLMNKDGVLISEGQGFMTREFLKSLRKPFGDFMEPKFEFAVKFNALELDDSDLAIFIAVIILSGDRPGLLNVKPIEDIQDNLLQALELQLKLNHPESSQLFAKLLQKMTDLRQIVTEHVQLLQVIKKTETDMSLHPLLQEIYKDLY
PPARg SRC2 recr – agonists of SRC-2 recruitment by human PPARgamma; P37231; PPARgamma LBD-SRC-2 recruitment, biochemical; activation, % at 8 µM; hit rate 0.34% among 200,000; AID 1032; in the data active = activation above about 22%;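 note: 0% = vehicle and 100% = reference agonist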
PPARg SRC-1 ag – promotes SRC-1 coactivator recruitment by human PPARgamma | P37231 | PPARgamma-SRC-1 coactivator recruitment biochemical assay | activation, % at 8 µM | hit rate 0.41% among 200,000 | AID 631; in the data active = activation above about 19%;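 note: 0% = DMSO and 100% = reference agonist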
S1P3 antag – S1P3 (human) receptor antagonism; inhibition, % at 4.98 µM; CHO S1P3 NFAT-BLA reporter, FRET fluorescence, antagonist mode; hit rate 0.27% among 170,000;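 active = inhibition above the plate cutoff, the mean inhibition of test wells on that plate plus 3 SD, cut at about 28% in these data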;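 note: cells challenged with S1P at its EC80 of 0.8 µM; blue over green emission ratio from cleaved BLA substrate after 4 h stimulation; 0% = S1P-stimulated wells and 100% = unstimulated DMSO-only wells; some compounds past the cut are filed as inactive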
DTT redox prof – compounds producing H2O2 with reducing agent – biochemical, NIH compound library profiling, artefact control for MLSCN library redox annotation, primary screen. DTT-dependent redox cycling H2O2, phenol red/HRP absorbance; 100% = 100 µM peroxide control, 0% = buffer. AID 878. hit rate 0.03% among 200,000. activation, % at 10 µM;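 active = activation of at least 50% relative to the plate's high and low controls in the primary single-dose screen; inactive = activation below 50%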;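 note: compound incubated with DTT at 0.8 mM final as the reducing agent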
RAM inhibit – yeast RAM network inhibition; S. cerevisiae dse1pr::URA3 reporter, 5-FOA growth OD615, 2 d; analog-sensitive cbk1-as2 kinase mutant strain; inhibition, % at 50 µM; hit rate 1.8% among 190,000;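 active = inhibition above a set limit, 3 SD over mean compound inhibition, cut at about 8.4% in these data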;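 note: 0% = DMSO-only wells with no growth and 100% = 10 µM 1-NA-PP1 full growth; inhibition rescues growth on 5-FOA so higher OD means more RAM inhibition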
ROMK mod – modulates human ROMK potassium channel activity | Tet-inducible ROMK, thallium flux fluorescence; actives lie on both sides | B-score at 10 µM | hit rate 2% among 130,000 | P48048;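 active = signal ratio slope over the read window, or its plate-corrected B-score, at least 3 SD from the plate mean, either direction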;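 note: B-score of the F/F0 ratio slope over 7 to 12 s after thallium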
Target sequence (P48048 whole entry, looked up): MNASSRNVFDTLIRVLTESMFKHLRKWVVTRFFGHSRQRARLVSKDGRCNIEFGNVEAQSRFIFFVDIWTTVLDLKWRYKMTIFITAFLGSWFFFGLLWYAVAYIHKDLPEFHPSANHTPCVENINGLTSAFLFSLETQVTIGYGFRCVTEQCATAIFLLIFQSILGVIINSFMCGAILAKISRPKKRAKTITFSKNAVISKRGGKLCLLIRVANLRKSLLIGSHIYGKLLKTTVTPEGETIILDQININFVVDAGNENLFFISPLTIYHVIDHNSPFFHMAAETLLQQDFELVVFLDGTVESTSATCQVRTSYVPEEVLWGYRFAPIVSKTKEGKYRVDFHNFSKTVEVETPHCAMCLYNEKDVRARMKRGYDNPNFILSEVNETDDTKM
SRC2 TRFRET art – TR-FRET artefact, counter-screen to PPARgamma/SRC-2 agonist assay | AID 1049 | hit rate 0.4% among 200,000 | TR-FRET ratio at 8 µM | stronger effect = higher value; in the data active = TR-FRET ratio above about 2000; note: inactives centre near 1500
L major viab – Leishmania major promastigote growth inhibition; Leishmania major promastigotes, resazurin fluorescence viability; inhibition, % at 10 µM; hit rate 9% among 200,000; AID 1063; in the data active = inhibition above about 50%;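 note: promastigotes grown with compound for 44 hours at 28 °C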
* = called active by the depositor; nt = no result given.

| canonical_smiles | bIAP inh | HMGR II inh | PPARg SRC3 recr | PPARg SRC2 recr | PPARg SRC-1 ag | S1P3 antag | DTT redox prof | RAM inhibit | ROMK mod | SRC2 TRFRET art | L major viab |
| --- | --- | --- | --- | --- | --- | --- | --- | --- | --- | --- | --- |
| CCCN1CCN(CCCNC(=S)Nc2ccc(OC)cc2)CC1 | 12 | 1 | -1 | 0 | 0 | -11 | 0.2 | 0.8 | 1.1 | 1587 | -1 |
| O=Cc1c(Cl)nc2ccccn12 | 9 | 0 | -3 | -4 | -1 | -5 | -0.7 | 3.8 | -0.12 | 1536 | -2 |
| Cn1nc(C(F)(F)F)c(CNC(=O)C(C)(C)CCl)c1N1CCOCC1 | 12 | 2 | 5 | 7 | 5 | -8 | 0.2 | 1.9 | -0.29 | 1702 | -2 |
| CCCc1cc(=O)[nH]c(SCC(=O)N2CCN(S(=O)(=O)c3ccccc3)CC2)n1 | -3 | -1 | 0 | -3 | -1 | -3 | 0.1 | 1.5 | 0.69 | 1414 | 38 |
| CCCCOC(C)n1cc(F)c(=O)[nH]c1=O (stereo not drawn) | 4 | -2 | 1 | -1 | 1 | -13 | -0.1 | -0.8 | 0.064 | 1408 | -5 |
| CC(C)(C)NC(=O)CN(C(=O)c1csnn1)c1ccccc1-c1ccccc1 | -15 | 3 | 1 | 12 | 3 | -10 | -0.1 | 3.5 | -0.47 | 1609 | -3 |
| CCOc1ccc(/C=N/n2c(SC)nnc(C(C)(C)C)c2=O)cc1 | 9 | -1 | -4 | 4 | 11 | nt | -3.2 | 2.1 | nt | 1687 | -4 |
| COC(=O)c1ccc(COc2ccccc2[N+](=O)[O-])o1 | -14 | 5 | 0 | 2 | -1 | -10 | 0.0 | 1.6 | nt | 1519 | -6 |
| O=C(c1cccc(Cl)c1Cl)N1CCN(c2ccccn2)CC1 | 4 | 2 | -5 | -3 | 5 | -10 | 2.3 | -1.4 | nt | 1542 | -4 |
| CC(=O)C1=C(O)C(=O)N(CC(=O)O)C1c1ccccc1Cl (stereo not drawn) | 2 | -3 | 8 | 12 | 4 | -12 | -0.6 | 1.3 | nt | 1435 | -7 |
| COCCn1nnnc1CN1CCC(NC(=O)c2ccc(Br)cc2)CC1 | 7 | 0 | -2 | 6 | 0 | nt | 0.3 | 2.0 | nt | 1561 | -4 |
| O=C(Nc1nonc1-c1ccc(Cl)cc1)c1ccccc1 | -4 | -4 | -2 | -1 | -2 | -4 | -0.4 | 2.3 | -0.18 | 1581 | 12 |
| O=C1CC(c2cccc(Br)c2)c2cc3c(cc2N1)CCC3 (stereo not drawn) | 17 | -3 | 8 | 9 | -5 | nt | -4.9 | -1.6 | nt | 1676 | 3 |
| Cc1nc(N2CCC(C)CC2)c(C#N)c(C)c1[N+](=O)[O-] | 9 | 2 | -1 | 3 | -6 | -7 | -0.7 | -0.1 | 0.6 | 1413 | 8 |
| COc1ccccc1-c1cc(C(=O)N/N=C\c2cnn(C)c2C)c2ccccc2n1 | -7 | 3 | -2 | 5 | 2 | 8 | -0.5 | 0.3 | -0.65 | 1491 | 29 |
| O=C(CNc1cc(S(=O)(=O)N2CCOCC2)ccc1N1CCCC1)N1CCc2ccccc21 | -25 | -2 | 0 | 4 | -5 | -5 | -0.2 | -0.2 | -0.62 | 1661 | 27 |
| CCN(C(=O)CSc1nc2c(cnn2-c2ccccc2)c(=O)[nH]1)C1CCS(=O)(=O)C1 (stereo not drawn) | 10 | 5 | -3 | 2 | 2 | 4 | -0.1 | 2.5 | -0.59 | 1711 | 4 |
| COc1ccc2[nH]c(C)c(C(=O)CN3CC(C)OC(C)C3)c2c1 (stereo not drawn) | 4 | -2 | 18 | -4 | 6 | nt | -0.8 | 0.5 | 0.12 | 1553 | 15 |
| CC(C)c1ccc(NC(=O)Cn2cccc2C2=NC(c3ccccc3)CO2)cc1 (stereo not drawn) | -9 | 0 | 1 | -6 | -4 | -5 | 0.1 | 4.8 | 0.53 | 1375 | 87* |
| CC1=C(C(=O)Nc2ccccc2)C(c2ccco2)n2ncnc2N1 (stereo not drawn) | 16 | -2 | 4 | 7 | 2 | 10 | 1.3 | nt | nt | 1467 | -6 |
| Cc1ccc(/C=C/C(=O)NCc2ccc(S(N)(=O)=O)cc2)o1 | 5 | -2 | 3 | 2 | 4 | -2 | 0.3 | 0.1 | -0.45 | 1540 | -3 |
| COc1ccc(N/C(C)=C/C(=S)Nc2ccccc2)cc1 | 1 | -11 | 1 | -4 | 1 | -12 | 0.8 | -1.0 | nt | 1503 | 27 |
| COC(=O)CSc1nc(-c2ccccc2)c2c(c1C#N)CCCC2 | -6 | -2 | 5 | 15 | -4 | nt | 0.1 | 8.6* | -1.5 | 1774 | -2 |
| CCCCCN(C(=O)COC(=O)c1ccc(Br)o1)c1c(N)n(CCCC)c(=O)[nH]c1=O | 8 | -4 | 2 | 4 | 4 | nt | 0.1 | -0.1 | -0.064 | 1508 | 0 |
| CCCn1c(SCC(=O)Nc2ccc(OC)cc2[N+](=O)[O-])n[nH]c1=O | 6 | 3 | 5 | 5 | 6 | 7 | 0.0 | 2.1 | nt | 1800 | 4 |

Reprinted from the part before: 3 entries, then new ones.
| canonical_smiles | bIAP inh | HMGR II inh | PPARg SRC3 recr | PPARg SRC2 recr | PPARg SRC-1 ag | S1P3 antag | DTT redox prof | RAM inhibit | ROMK mod | SRC2 TRFRET art | L major viab |
| --- | --- | --- | --- | --- | --- | --- | --- | --- | --- | --- | --- |
| COC(=O)CSc1nc(-c2ccccc2)c2c(c1C#N)CCCC2 | -6 | -2 | 5 | 15 | -4 | nt | 0.1 | 8.6* | -1.5 | 1774 | -2 |
| CCCCCN(C(=O)COC(=O)c1ccc(Br)o1)c1c(N)n(CCCC)c(=O)[nH]c1=O | 8 | -4 | 2 | 4 | 4 | nt | 0.1 | -0.1 | -0.064 | 1508 | 0 |
| CCCn1c(SCC(=O)Nc2ccc(OC)cc2[N+](=O)[O-])n[nH]c1=O | 6 | 3 | 5 | 5 | 6 | 7 | 0.0 | 2.1 | nt | 1800 | 4 |
| Cc1ccc2nc(N3CC(=O)Nc4ccccc43)nc(-c3ccccc3)c2c1 | 2 | 1 | 3 | 9 | 13 | -6 | 0.1 | 3.5 | -0.56 | 1496 | 7 |
| COc1cc(NC(=S)NC(=O)c2ccc(C)cc2C)ccc1NC(=O)c1cccs1 | 8 | 4 | 5 | 16 | 8 | nt | 3.4 | 6.6 | nt | 1683 | -1 |
| CCN1CCN(C(c2cccs2)C(C)NC(=O)c2cccnc2)CC1 (stereo not drawn) | 0 | -9 | 13 | 4 | 7 | -17 | 0.0 | -0.9 | -0.15 | 1473 | 1 |
| CC(NC(=O)CCCn1cc([N+](=O)[O-])cn1)c1ccccc1 (stereo not drawn) | 3 | -10 | 5 | 5 | 2 | 5 | -0.7 | 1.6 | nt | 1784 | 1 |
| COc1ccc(CNc2ccc(-c3ccccc3OC)nn2)cc1 | 24 | -5 | 0 | -2 | 0 | nt | 1.8 | -0.6 | nt | 1479 | 12 |
| CCOc1cc(/C=C/c2nc3ccccc3s2)ccc1OCC(=O)N1CCOCC1 | 0 | 0 | -3 | -8 | -1 | -4 | -0.2 | -0.3 | -0.81 | 1429 | 9 |
| Cn1c(=O)c2c(nc(CN3CCOCC3)n2CCc2ccccc2)n(C)c1=O | -7 | -2 | -12 | 1 | -5 | nt | -0.3 | -0.3 | nt | 1536 | 0 |
| CCOC(=O)C1(C)NC(c2ccc(OC)c(OC)c2)C2C(=O)N(CC)C(=O)C21 (stereo not drawn) | 1 | 0 | -1 | 7 | -4 | -79 | 0.1 | 0.9 | nt | 1590 | -6 |
| CCS(=O)(=O)CCSC1OC(COC(C)=O)C(OC(C)=O)C(OC(C)=O)C1OC(C)=O (stereo not drawn) | 13 | -4 | -3 | 0 | -8 | -8 | -0.7 | -0.1 | 0.28 | 1466 | -5 |
| CCCc1cc(=O)n2[nH]c(NCc3ccccc3Cl)nc2n1 | -8 | -7 | -4 | 4 | 10 | -31 | -0.3 | 0.1 | 0.53 | 1570 | -13 |
| NC(=O)[C@@H]1CCCNc2c(I)cc([N+](=O)[O-])cc2C(=O)N[C@@H](Cc2ccccc2)C(=O)N[C@@H](Cc2cnc[nH]2)C(=O)N1 | 41 | -5 | -4 | 9 | 6 | -1 | 0.3 | 1.7 | -0.55 | 1342 | -6 |
| COc1ccc(NC(C)=O)cc1NC(=O)CSc1nnc(-c2ccccc2)n1N | 1 | -7 | 6 | -4 | 2 | -19 | 0.8 | 8.2 | 0.51 | 1546 | -4 |
| CC(C)Cc1cc(C(=O)N2N=C(C(F)F)CC2(O)C(F)F)c2ccccc2n1 (stereo not drawn) | -6 | 0 | 11 | 6 | 1 | nt | 0.3 | 1.2 | nt | 1704 | 11 |
| Cc1cc(C)[n+](-c2ccc(F)cc2)c2[nH]c(=O)[nH]c(=O)c12 | 18 | 6 | 2 | 2 | 0 | -5 | -0.3 | 1.6 | nt | 1702 | -7 |
| O=S1(=O)Cc2cc3ccccc3cc2C1 | -8 | -1 | -3 | -7 | 2 | 5 | 0.1 | 1.6 | -0.3 | 1679 | -4 |
| c1coc(-c2nnc3sc(Cc4cccs4)nn23)c1 | 18 | -5 | 0 | 6 | 5 | nt | -0.3 | -0.3 | 0.22 | 1707 | -8 |
| CCOP(=O)(OCC)C(NC(=O)Nc1ccc(Cl)c(Cl)c1)c1ccccc1 (stereo not drawn) | 6 | -3 | 0 | 13 | -1 | -5 | -0.5 | 3.9 | -0.0083 | 1665 | 15 |
| CC(C)CCOP(=O)(c1ccc(N(C)C)cc1)C(O)c1ccccc1F (stereo not drawn) | -15 | 3 | 9 | 5 | 3 | -2 | -0.8 | -0.3 | nt | 1498 | 17 |
| COc1cc(/C=N/NC(=O)CC2(C)OCCO2)cc(Br)c1O | 3 | -1 | -3 | 1 | 3 | -17 | 0.1 | -0.6 | nt | 1592 | 5 |
| CNC(=O)c1ccccc1NC(=O)C1CC(=O)N(c2ccc(OC)cc2)C1 (stereo not drawn) | 2 | -5 | 2 | 3 | -3 | -9 | 0.6 | 2.0 | 0.17 | 1666 | -3 |
| Cc1ccc(-n2nnnc2-c2cnc3ccc(Cl)cc3c2-c2ccccc2)cc1 | 5 | 2 | -1 | 4 | -3 | nt | -1.1 | 6.2 | nt | 1511 | -4 |
| CC(=O)Nc1ccc(OCC(O)CN2CCN(c3cc(Cl)ccc3C)CC2)cc1 (stereo not drawn) | -9 | -2 | 5 | 3 | -2 | -15 | -2.8 | 0.5 | 0.0089 | 1549 | 45 |
| COc1ccc(C(=O)Nn2c(SCC(=O)c3ccccc3)nc3ccccc3c2=O)cc1 | 9 | 2 | 16 | -2 | 7 | nt | 1.1 | 1.5 | nt | 1466 | 8 |
| Cc1cc(Nc2ccc(Br)c(C)c2)n2nc(C)nc2n1 | 0 | -12 | 6 | -1 | 7 | 9 | -0.1 | 0.7 | nt | 1750 | -2 |
| COCCn1c(SCC(N)=O)nc2c(c1=O)SC(C)C2 (stereo not drawn) | 14 | 0 | 12 | 3 | 11 | 1 | -0.2 | -1.2 | nt | 1566 | -7 |

Assay outcomes as filed in PubChem BioAssay.
